Screening data: PubChem BioAssay, several laboratories
PG9 Ab binder = small molecules binding HIV-1 gp120 antibody PG9 | AID 624416 | 360,000 compounds, 0.43% hits | TR-FRET gp120-PG9 antibody binding | inhibition, % at 6.7 µM; in the data active means inhibition above about 8.5%
mABHD4 FP = inhibits mouse alpha/beta hydrolase domain 4; Q8VD66; purified mABHD4, FP-Rh probe fluorescence polarization; inhibition, % at 8.92 µM; 370,000 compounds, 0.54% hits;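 active means inhibition exceeding the mean over every tested compound plus 3 SD, cut at about 30% in these data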;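 further: 0% = plate median of compound wells and 100% = S159A mutant with DMSO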
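Test system: mABHD4 protein | Buffer or medium: HEPES pH 7.0 buffer, 150 mM NaCl, 0.01% Pluronic F-127 | Probe or stimulus: FP-Rh fluorescent activity-based probe, added after compound pre-incubation | Timing: Pre-incubation 45 min, probe exposure 60 min, at 25 °C | Technique: Fluorescence polarization, excitation 525 nm, emission 598 nm, BODIPY TMR filters | Repeats: Single well per compound (singlicate)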
rCAG RNA binder = molecules binding r(CAG) RNA repeats; r(CAG) RNA repeat, TO-PRO-1 dye displacement fluorescence; inhibition, % at 3 µM; 370,000 compounds, 1.3% hits;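 active means inhibition above the plate cutoff, the mean of all test compounds on that plate plus 3 SD, cut at about 35% in these data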;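 further: 0% = DMSO alone and 100% = 100 µM mitoxantrone as full dye displacement; higher means more dye released from RNA so lower well fluorescence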
MBD2 inh = MBD2-methylated oligo binding inhibition | inhibition, % at 4.4 µM | TR-FRET, MBD2 binding to methylated oligonucleotide | 370,000 compounds, 0.31% hits | Q9UBB5 | AID 686964; in the data active means inhibition above about 13%
TCR-CD3 inh = inhibitors of human TCR-CD3 interaction; inhibition, % at 9.4 µM; 360,000 compounds, 0.37% hits; TAMRA-labeled TCR probe fluorescence, biochemical; in the data active means inhibition above about 19%;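 further: recombinant mutant TCR 2C K166C tagged with TAMRA read by polarization; 0% = receptor in buffer alone and 100% = receptor with positive control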
LEDGF integ inh = blocks HIV-1 LEDGF/p75-dependent DNA integration. 370,000 compounds, 0.64% hits. inhibition, % at 3.7 µM. TR-FRET IN-LEDGF/p75 DNA integration, Eu/Cy5;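 active means inhibition above the screen-wide mean plus 3 SD, cut at about 13% in these data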;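 further: signal is the Cy5 over europium emission ratio at 671 and 618 nm; 0% = plate median of compound wells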
Rev-erbA mod = modulators of human Rev-erb alpha DNA binding; Rev-erbα–FITC-DNA binding, fluorescence polarization, 90 min; activity, % at 10 µM; P20393; 370,000 compounds, 0.79% hits;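 active means activity above about 14%, limit read from the data; passing the limit was not always enough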;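 further: 0% = DMSO wells with 35 nM protein and 100% = DMSO wells with 750 nM protein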
Target sequence (P20393 whole entry, looked up): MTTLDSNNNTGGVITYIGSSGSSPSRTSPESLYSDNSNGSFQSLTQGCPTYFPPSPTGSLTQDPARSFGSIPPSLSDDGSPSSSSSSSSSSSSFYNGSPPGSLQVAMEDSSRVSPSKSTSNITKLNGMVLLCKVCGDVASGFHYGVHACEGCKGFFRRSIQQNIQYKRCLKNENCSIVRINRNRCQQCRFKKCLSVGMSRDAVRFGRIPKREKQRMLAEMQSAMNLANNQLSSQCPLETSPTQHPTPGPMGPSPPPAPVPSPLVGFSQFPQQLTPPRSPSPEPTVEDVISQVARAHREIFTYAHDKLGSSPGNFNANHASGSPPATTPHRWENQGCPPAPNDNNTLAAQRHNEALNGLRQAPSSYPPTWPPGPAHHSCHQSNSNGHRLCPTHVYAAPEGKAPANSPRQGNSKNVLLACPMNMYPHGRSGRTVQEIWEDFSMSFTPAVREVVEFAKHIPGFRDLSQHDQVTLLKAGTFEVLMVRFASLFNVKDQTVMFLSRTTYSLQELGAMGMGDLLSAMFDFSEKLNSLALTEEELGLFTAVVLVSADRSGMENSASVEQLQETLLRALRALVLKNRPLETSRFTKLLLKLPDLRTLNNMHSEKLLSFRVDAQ
HTRA1 inhibitor = blocks human HTRA1 serine peptidase; 340,000 compounds, 0.5% hits; inhibition, % at 5.96 µM; recombinant HTRA1, FP-rhodamine activity-based probe, fluorescence polarization; in the data active means inhibition above about 36%;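 further: 0% = enzyme with DMSO and 100% = wells lacking enzyme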
UHRF1 MBD2 ctr = blocks human UHRF1 binding to methylated DNA; Q96T88; UHRF1 binding to methylated oligo, TR-FRET; inhibition, % at 4.4 µM; 370,000 compounds, 0.75% hits; AID 687016; in the data active means inhibition above about 21%;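 further: UHRF1 SRA domain binding a hemimethylated CpG hairpin DNA probe; 0% = median of test compound wells and 100% = reference inhibitor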
PRMT1 FP inh = blocks human protein arginine methyltransferase 1. Q99873. recombinant PRMT1, activity-based probe fluorescence polarization. 370,000 compounds, 1.3% hits. inhibition, % at 2.79 µM;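 active means inhibition above about 21% made by adding two undisclosed values, limit read from the data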
Target sequence (Q99873 whole entry, looked up): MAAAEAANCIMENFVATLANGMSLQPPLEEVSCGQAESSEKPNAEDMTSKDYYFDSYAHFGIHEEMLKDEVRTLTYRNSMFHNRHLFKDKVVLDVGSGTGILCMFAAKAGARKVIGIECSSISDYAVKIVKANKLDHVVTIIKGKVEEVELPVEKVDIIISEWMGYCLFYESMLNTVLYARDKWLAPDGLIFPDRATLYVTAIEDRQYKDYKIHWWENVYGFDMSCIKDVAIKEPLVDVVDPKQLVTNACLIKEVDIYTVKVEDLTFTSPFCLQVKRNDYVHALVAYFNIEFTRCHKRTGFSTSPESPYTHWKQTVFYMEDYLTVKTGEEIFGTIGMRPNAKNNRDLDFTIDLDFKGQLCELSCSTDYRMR
The depositor's hits bear a star; . = no result given. An excerpt; rates above refer to the full screens.

mol	PRMT1 FP inh	Rev-erbA mod	UHRF1 MBD2 ctr	TCR-CD3 inh	LEDGF integ inh	rCAG RNA binder	mABHD4 FP	HTRA1 inhibitor	PG9 Ab binder	MBD2 inh
Cn1cnc(S(=O)(=O)N2CCN(c3ccccc3)CC2)c1	-4	-1	-1	5	0	2	4	7	-0.8	-4
O=C(NCC1CC1)c1ccc(Oc2cc(Cl)cc(Cl)c2)o1	6	-3	2	-6	0	-6	-8	-13	-1.3	1
O=C(Nc1nc2n(n1)C(c1ccccc1)CC(c1ccc(Cl)cc1)N2)c1ccco1 (stereo unspecified)	8	-4	1	3	2	-4	3	-19	1.6	1
N/C(=N\O)c1ccc(NC(=O)c2ccc(Br)o2)cc1	-1	4	-1	4	-1	2	0	1	-0.6	-1
CC(C)[C@H](NS(=O)(=O)c1ccccc1F)C(=O)NC1CCCCC1	2	-4	2	-1	0	0	5	2	0.1	2
CN(Cc1ccco1)S(=O)(=O)c1nnc(NC(=O)c2ccccc2Cl)s1	16	-10	2	-9	-2	26	-1	-3	-0.8	2
Cc1cccnc1NC(=O)COc1ccc2oc3c(c2c1)CCCC3	0	4	0	-10	-1	3	3	-4	0.4	-1
CC1(C)C/C(=N\NC(=S)Nc2ccccc2F)c2cc(O)ccc2O1	-2	-7	0	1	5	18	21	16	0.2	-4
O=C(c1ccco1)N1CCN(C(=O)c2cnn3c2NC(c2cccs2)CC3C(F)(F)F)CC1 (stereo unspecified)	2	-6	2	2	-6	-8	-4	1	-1.6	3
O=C(O)CC1NC(=O)N(C2CCCCC2)C1=O (stereo unspecified)	-2	-6	4	-5	6	2	4	8	-2.1	-3
O=C(O)c1cc2ccccc2cn1	1	-4	-1	-4	1	2	8	1	-2.1	-4
CC1(C)CC(=O)C2=C(C1)Nc1ccccc1S2	15	6	-2	-7	3	-7	7	5	-19	-1
CCOC(=O)C1(CCOc2ccccc2)CCN(Cc2ccc(CO)o2)CC1	-1	5	1	0	18*	-5	0	-4	0.1	6
CSCCCNC(=S)N1CCc2ccccc2C1	-1	.	-4	5	-3	0	3	-3	0.5	-5
C=CCc1ccc(OCCn2cccc2C=O)c(OC)c1	-1	10	3	2	-1	-3	-4	-2	-3.8	5

Sorted by length of the SMILES (rising): some entries from above.
mol	PRMT1 FP inh	Rev-erbA mod	UHRF1 MBD2 ctr	TCR-CD3 inh	LEDGF integ inh	rCAG RNA binder	mABHD4 FP	HTRA1 inhibitor	PG9 Ab binder	MBD2 inh
C=CCc1ccc(OCCn2cccc2C=O)c(OC)c1	-1	10	3	2	-1	-3	-4	-2	-3.8	5
CCOC(=O)C1(CCOc2ccccc2)CCN(Cc2ccc(CO)o2)CC1	-1	5	1	0	18*	-5	0	-4	0.1	6
O=C(Nc1nc2n(n1)C(c1ccccc1)CC(c1ccc(Cl)cc1)N2)c1ccco1 (stereo unspecified)	8	-4	1	3	2	-4	3	-19	1.6	1

(further entries)
mol	PRMT1 FP inh	Rev-erbA mod	UHRF1 MBD2 ctr	TCR-CD3 inh	LEDGF integ inh	rCAG RNA binder	mABHD4 FP	HTRA1 inhibitor	PG9 Ab binder	MBD2 inh
Cc1cc(=O)oc2cc(OCCCN3C(=O)c4ccccc4C3=O)ccc12	-4	-10	-3	6	0	3	2	-1	-2.9	-5
N#Cc1ccc2ccn(CC(=O)NC3CCCCC3)c2c1	-1	-5	0	-6	0	3	7	2	0.9	5
Cc1cc(C(=O)N/N=C/C=C/c2cccc([N+](=O)[O-])c2)n[nH]1	-1	3	-9	5	4	3	-7	-1	-7.1	-6
COc1ccc(CC(=O)Nc2c3c(nn2C(C)(C)C)CS(=O)(=O)C3)cc1	-3	-4	0	7	4	-1	1	7	-1.1	-1
CN(c1ccccc1)S(=O)(=O)c1cccc(C(=O)Nc2ccc3c(c2)CCC3)c1	1	-2	-2	-1	0	2	-24	-47	-0.1	3
CCCCn1c(=O)c(-c2ccccc2)c(O)c2ccccc21	0	-2	3	-3	-1	-1	0	4	1.5	3
Cc1cc(-c2ccc(C(C)C)c(S(=O)(=O)NCc3ccco3)c2)on1	3	1	6	8	5	7	1	-21	-0.7	-2
COc1ccc(NC(=O)c2cc(-c3ccc(OC)c(OC)c3)nc3ccccc23)c(OC)c1	9	7	5	-4	-6	6	-2	-12	-2.2	3
CSCC[C@H](NC(=O)[C@H]1CC[C@H](CNC(=O)[C@@H]2CCCN2)CC1)C(=O)O	0	4	4	-7	2	-1	-1	3	-1.4	3
Cc1ccc(S(=O)(=O)CCC(=O)Nc2cccc(S(=O)(=O)N3CCCCCC3)c2)cc1	2	-2	1	-4	-5	3	-2	-14	1.3	2
c1ccc(COc2ccc(Oc3nc(N4CCCCC4)nc(N4CCOCC4)n3)nn2)cc1	-2	1	11	8	0	-5	3	-4	-1.4	-1
C=CCOc1nc2c(c(=O)n(C)c(=O)n2C)n1C	-4	3	0	6	5	0	3	13	-1.8	-8
O=C1C(=O)N(CCCO)C(c2ccc(Br)cc2)/C1=C(\O)c1ccc(Br)cc1 (stereo unspecified)	0	-2	-2	1	4	12	3	5	1.3	0
CCOc1cc(C)nc(NCCc2ccc(OC)c(OC)c2)n1	1	0	2	2	-3	-9	4	-3	1.7	1
CC(C)NC(=O)c1cc2cc([N+](=O)[O-])ccc2s1	-1	8	5	1	0	4	1	7	2.1	-5
COC(=O)[C@H](CC(C)C)N(Cc1cn(Cc2ccccc2)nn1)S(=O)(=O)c1ccc(F)cc1Br	3	-4	15	.	0	3	-1	.	.	3
COc1ccc(NC(=O)c2ccc(N3CCCC3=O)cc2)cc1Cl	-2	14	0	5	-4	3	7	3	6.5	1
c1ccc2c(c1)ccc1nnnn12	4	1	4	1	0	0	-12	3	0.4	0
CC1(Cc2ccc(F)cc2)C(=O)Nc2ccc(S(=O)(=O)NC3CCCCC3)cc21 (stereo unspecified)	0	-2	3	-6	4	3	-25	.	-0.2	3
Cc1c(C(=O)NN)sc(-c2ccccc2)c1C#N	4	-1	0	-4	2	3	-6	.	1.5	3
O=C(OCc1nc2scc(-c3ccccc3)c2c(=O)[nH]1)c1ccco1	4	4	-1	3	2	4	-3	-8	0.0	-2
Cc1ccc(NC(=O)Cn2ccnc2)cc1C	1	3	6	-1	-3	-2	4	6	1.0	3
CC(=O)n1nc(-c2ccc(C)cc2)nc1NCc1ccco1	-4	2	-2	4	5	-5	3	13	-0.8	-4
Cc1ccc(NC(=O)COc2ccc(CCO)cc2-n2nc3ccccc3n2)cc1C	-1	7	7	3	1	6	-6	-39	0.1	5
O=C(Nc1cccnc1Oc1ccc(Cl)cc1)c1cccc2ccccc12	2	7	2	-5	-5	1	-6	-19	1.0	-1
O=C(COC(=O)c1ccccc1SCC(=O)N1CCCC1)Nc1ccc(OC(F)F)cc1	19	7	-3	3	-1	-1	-7	2	0.4	-6
COc1cccc(C2=NN(C(=O)c3ccc(C)o3)C(O)(C(F)(F)F)C2)c1 (stereo unspecified)	3	5	-2	1	4	-7	-8	-32	-1.5	0
O=C(CSc1nnc(-c2cccs2)o1)c1ccc(F)cc1	1	1	-1	.	-1	1	-1	.	.	0
COc1cccc(-c2nc(C=O)cs2)c1	-1	-1	2	2	2	0	0	0	0.2	5
O=C(O)c1ccc(COc2ccc([N+](=O)[O-])cc2Cl)cc1	6	-6	-1	-6	-1	0	1	-3	-1.2	-1
C#CCOCCOCCOCCNc1nc(N2CCN(C(=O)[C@H](CCCCN)n3cc(CCCC)nn3)CC2)nc(N2CCN(C(=O)[C@H](CCCCN)n3cc(CCCC)nn3)CC2)n1	1	-5	17	9	0	10	5	-7	-3.4	3
CCc1ccc(NC(=O)c2cc(Br)ccc2Br)cc1	0	3	0	1	-1	-7	-8	.	-0.9	2
Cc1noc(C)c1COc1ccc(C(=O)OCC(N)=O)cc1	1	-3	2	4	-2	-1	-6	-3	-1.7	-1
FC(F)Sc1nc(-c2ccccc2)c(-c2ccccc2)n1C(F)F	3	3	3	-3	-6	-4	-13	-15	-0.5	2
CC(C)C(=O)N1CCC2(CC1)Oc1ccc(F)cc1C(=O)C21CC(c2ccccc2)=NO1 (stereo unspecified)	-2	-2	-4	7	3	-5	-3	-8	-0.1	-5
Cc1csc(NC(=O)C2CCN(S(=O)(=O)c3ccccc3F)CC2)n1	0	3	-2	-2	4	1	1	-5	0.6	-3
Cc1ccc(CNS(=O)(=O)c2ccc(Cl)s2)cc1	-3	-10	-2	5	1	2	-6	-7	-2.1	1
Oc1ccc(-c2cn3c(n2)SCC3)cc1	5	4	-1	-3	-3	0	-4	3	-2.9	-1
COc1ccc(C2c3[nH]c4ccccc4c3CCN2C(=O)c2ccccc2C(C)=O)c(F)c1 (stereo unspecified)	11	0	2	5	-6	4	-25	-16	0.0	7
CCOC(=O)Cc1csc(NC(=O)C(NC(=O)C2CCC(C)CC2)C(C)C)n1 (stereo unspecified)	-2	-6	6	-8	3	0	-10	-10	0.7	5
CCN(CC)CCCNC(=O)C1CCCN(c2nnc(N3CCCC3=O)s2)C1 (stereo unspecified)	-5	-1	-1	6	-1	3	-1	12	-2.2	-5
CC[C@H]1c2[nH]c3ccc(C(C)C)cc3c2[C@@H]2CCN3C(=O)CCC[C@H]1[C@H]23	3	-3	0	6	-4	-4	3	0	1.7	0
Cc1ccc(NC(=O)C2CC(=O)N(Cc3ccccc3)C2)cc1S(=O)(=O)N1CCCCCC1 (stereo unspecified)	-3	1	-5	9	2	8	-1	-16	0.0	-4
COCCCNCCCCOc1cccc(Br)c1	-2	-3	1	-4	0	3	11	5	1.1	2
OC(CNC1Cc2ccccc2C1)COc1ccc(Cl)cc1 (stereo unspecified)	-3	-4	-3	-1	3	2	-4	12	-0.3	-3
COc1ccc(CCNC(=O)CSc2nnc(-c3ccc(F)cc3)c3ccccc23)cc1OC	-2	-7	2	-1	0	1	1	-3	-1.6	-1
Cc1ccc(C(=O)NN2C(=O)C3C4C=CC(C4)[C@@H]3C2=O)cc1 (stereo partly specified)	5	1	1	-7	0	-1	2	6	1.0	-5
CC(=NCc1ccc2c(c1)OCO2)C1=C(O)c2ccccc2C1=O	-1	4	17	6	14*	1	5	-9	-0.9	2
COc1ccc(OC)c(CN2CCN(Cc3cccc4ccccc34)CC2)c1	-3	-1	12	4	5	-5	16	-5	1.6	-4
Cc1ccccc1C(=O)NC(=S)N(CCO)Cc1ccccc1	2	-5	-2	4	0	-4	1	4	-1.2	-2
COc1ccc(NC(=O)CSc2nnc(-c3cccnc3)o2)cc1	2	-5	-1	1	-1	-3	7	0	-0.9	4
O=C(Nc1ccc(Cl)c(Cl)c1)O/N=C/c1ccncc1	1	6	4	42*	-4	7	-45	-81	0.5	3
Cc1ccccc1OCCC(=O)OCC(=O)Nc1ccc(C)c(S(=O)(=O)N2CCCCC2)c1	-9	5	0	5	3	5	-2	-25	-2.7	-1
COc1ccc(S(=O)(=O)NCCC(C)C)cc1OC	-4	-3	-3	4	2	-4	-3	0	0.3	-4
CCN1CCCC(Sc2nc3c([nH]2)c(=S)n(C)c(=O)n3C)C1 (stereo unspecified)	15	10	-10	-4	0	0	1	-1	0.5	-9
COc1ccc(C(=O)c2[nH]c(N)c(C(=O)NCCc3c[nH]c4ccccc34)c2-c2ccc(C(F)(F)F)cc2)cc1	1	3	0	-6	-1	6	25	.	-0.1	0
CCOc1ccc(C(=O)N(CN2CCCC2=O)c2ccc(C)cc2)cc1	1	-5	-2	5	-4	-5	4	.	1.3	-10
